TCR-CD3 inh: blocks the human TCR-CD3 interaction; inhibition, % at 9.4 µM; TAMRA-labeled TCR probe fluorescence, biochemical; hit rate 0.37% among 360,000; in the data active means inhibition above about 19%;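 further: recombinant mutant TCR 2C K166C tagged with TAMRA read by polarization; 0% = receptor in buffer alone and 100% = receptor with positive control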
PG9 binder: PG9 antibody binding by small molecule. TR-FRET gp120-PG9 antibody binding. inhibition, % at 6.7 µM. hit rate 0.43% among 360,000; in the data active means inhibition above about 8.5%
PRMT1 FP inh: PRMT1 (human) inhibition, primary screen; Q99873; recombinant PRMT1, activity-based probe fluorescence polarization; inhibition, % at 2.79 µM; hit rate 1.3% among 370,000;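 active means inhibition above about 21% made by adding two undisclosed values, limit read from the data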
TDP2 absorb: TDP2 (human) inhibition, absorbance primary screen. O95551. recombinant TDP2, T5PNP hydrolysis, p-nitrophenol absorbance 415 nm. inhibition, % at 12.8 µM. hit rate 0.34% among 370,000. AID 720702;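 active means inhibition above the mean of all tested compounds plus 3 SD, set per campaign, cut at about 25% in these data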;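 further: 0% = DMSO with enzyme and 100% = buffer with substrate but no TDP2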
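System: recombinant human TDP2 / Amount: 120 nM TDP2 per well / Also added: 5 mM T5PNP chromogenic substrate / Doses: 12.8 µM single point, 1% DMSO / Incubation: 2 h at 37 °C / Detection: p-Nitrophenol epi absorbance / Evaluation: % inhibition relative to enzyme-containing and enzyme-free wells / Repeats: singlicate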
Tn7 DDE FP: disrupts Tn7 cyclic peptide binding to fibrin D-Dimer-E complex; P02675; FP displacement of FITC-Tn7 peptide from fibrin DD(E); 0% = median of compound wells per plate; inhibition, % at 8.3 µM; hit rate 0.13% among 370,000; AID 720508;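 active means inhibition above the mean of compounds falling within the control limits plus 3 SD of them, cut at about 14% in these data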;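 further: 0% = plate median of compound wells and 100% = 10 µM Aha-Tn7 peptide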
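System: human fibrin DD(E); quantity: Fibrin-DD(E) at 2 µM final; also added: fluorescent Tn7 probe at 0.1 µM; compound dosing: single nominal test concentration of 8.3 µM per compound; schedule: 10 min preincubation, 3 h with tracer, room temperature; detection: fluorescence polarization of the labelled Tn7 tracer; repeats: one replicate per compound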
mABHD4 FP: ABHD4 (mouse) inhibition, primary FP screen. purified mABHD4, FP-Rh probe fluorescence polarization. inhibition, % at 8.92 µM. hit rate 0.54% among 370,000. AID 720543;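 active means inhibition exceeding the mean over every tested compound plus 3 SD, cut at about 30% in these data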;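 further: 0% = plate median of compound wells and 100% = S159A mutant with DMSO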
Target sequence (Q8VD66 whole entry, looked up): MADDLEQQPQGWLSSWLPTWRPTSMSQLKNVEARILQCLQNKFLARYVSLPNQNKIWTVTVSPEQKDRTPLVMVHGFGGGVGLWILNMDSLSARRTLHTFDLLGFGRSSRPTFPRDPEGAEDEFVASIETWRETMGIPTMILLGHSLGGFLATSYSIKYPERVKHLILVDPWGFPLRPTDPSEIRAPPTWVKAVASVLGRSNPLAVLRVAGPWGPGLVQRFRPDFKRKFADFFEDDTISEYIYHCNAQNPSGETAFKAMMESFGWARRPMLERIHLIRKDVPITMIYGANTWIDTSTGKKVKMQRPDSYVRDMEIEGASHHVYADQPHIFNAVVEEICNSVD
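Test system: mABHD4 protein; Read-out basis: % inhibition; Incubation: 45 min + 60 min at 25 °C; Repeats: single replicate; Technique: fluorescence polarization with parallel and perpendicular emission, 525/598 nm; Compound: 8.92 µM, single dose; Benchmarks: full inhibition S159A mutant plus DMSO, zero as sample-well median.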
UHRF1 binding: blocks human UHRF1 binding to methylated DNA; UHRF1 binding to methylated oligo, TR-FRET; inhibition, % at 4.4 µM; hit rate 0.75% among 370,000; in the data active means inhibition above about 21%;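 further: UHRF1 SRA domain binding a hemimethylated CpG hairpin DNA probe; 0% = median of test compound wells and 100% = reference inhibitor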
SIAE inh: inhibitors of human sialic acid acetylesterase SIAE; SIAE FP-Rh probe binding, fluorescence polarization; inhibition, % at 9.66 µM; Q9HAT2; hit rate 0.69% among 370,000;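 active means inhibition above a cutoff: mean of compounds within the control limits plus 3 SD of those, cut at about 17% in these data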;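 further: 0% = plate median of compound wells and 100% = probe without SIAE protein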
Target sequence (Q9HAT2 whole entry, looked up): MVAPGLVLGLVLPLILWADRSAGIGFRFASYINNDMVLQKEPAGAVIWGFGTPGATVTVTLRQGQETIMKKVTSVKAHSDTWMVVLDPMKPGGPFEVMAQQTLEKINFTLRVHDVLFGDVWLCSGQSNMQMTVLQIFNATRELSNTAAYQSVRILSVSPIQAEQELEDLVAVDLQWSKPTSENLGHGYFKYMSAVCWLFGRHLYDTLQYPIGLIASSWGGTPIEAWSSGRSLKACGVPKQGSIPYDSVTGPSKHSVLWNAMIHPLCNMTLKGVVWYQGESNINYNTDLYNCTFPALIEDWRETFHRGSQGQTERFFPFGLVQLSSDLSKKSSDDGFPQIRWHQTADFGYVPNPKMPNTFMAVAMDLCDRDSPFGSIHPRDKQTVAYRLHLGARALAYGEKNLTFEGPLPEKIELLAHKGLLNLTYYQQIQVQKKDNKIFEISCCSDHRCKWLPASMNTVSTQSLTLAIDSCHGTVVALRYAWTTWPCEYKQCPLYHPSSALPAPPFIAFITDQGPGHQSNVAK
LEDGF integ inh: blocks HIV-1 LEDGF/p75-dependent DNA integration; TR-FRET IN-LEDGF/p75 DNA integration, Eu/Cy5; inhibition, % at 3.7 µM; hit rate 0.64% among 370,000; AID 743269;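 active means inhibition above the screen-wide mean plus 3 SD, cut at about 13% in these data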;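 further: signal is the Cy5 over europium emission ratio at 671 and 618 nm; 0% = plate median of compound wells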
HTRA1 inh: blocks human HTRA1 serine peptidase; Q92743; recombinant HTRA1, FP-rhodamine activity-based probe, fluorescence polarization; inhibition, % at 5.96 µM; hit rate 0.5% among 340,000; AID 504803; in the data active means inhibition above about 36%;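 further: 0% = enzyme with DMSO and 100% = wells lacking enzyme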
* marks the source's active call; other numbers are inactive results; . = no result given. Not a hit list, and some 4.2% of all compounds hit somewhere here.

TCR-CD3 inh,PG9 binder,PRMT1 FP inh,TDP2 absorb,Tn7 DDE FP,mABHD4 FP,UHRF1 binding,SIAE inh,LEDGF integ inh,HTRA1 inh,SMILES
0,-0.8,-5,-5,-3,-10,1,0,4,.,Cc1cc2nc(NC(=O)C3(C)CCCN(C(C)C)C3)[nH]c2cc1C (centres undefined)
2,-0.1,-2,-8,9,2,-2,-8,0,-2,CC(C)(C)OC(=O)C[C@@H]1C/C=C\C[C@@H](CC(=O)N[C@@H](CO)Cc2ccccc2)C(=O)NC[C@@H](c2ccccc2)OC1=O
-10,-1.2,3,3,-2,2,1,0,-3,2,C/C(=N/O)c1ccc(Oc2cnccn2)cc1
-4,-0.9,2,3,12,23,4,-4,-5,-8,CN1C(=O)[C@H]2[C@@H](/C=C/c3ccccc3)N3C(=O)CN(Cc4ccccc4)C(=O)[C@@]3(C)[C@H]2C1=O
2,-2.0,0,1,4,4,2,5,1,2,COc1ccc([N+](=O)[O-])cc1N(CC(=O)NC(C(C)C)C(C)C)S(C)(=O)=O
2,0.4,1,-3,-2,-1,0,-1,-5,1,CC(=O)CCC(=O)NCCc1ccccc1F
5,-2.6,-4,2,-6,6,-2,-6,-3,2,COc1ccccc1C(=O)NN(C)C1=NS(=O)(=O)c2ccccc21
-6,-0.6,3,4,-2,13,-1,1,0,.,COC(=O)[C@]12C[C@H](CC(=O)N3CCCCC3)C(=O)N(Cc3ccccc3)C1=C[C@H](C1CCCC1)O[C@@H]2C
-5,2.6,-1,1,-6,5,0,7,-6,3,CCC1(C)Cc2c(sc3[nH]c(=S)[nH]c(=S)c23)CO1 (centres undefined)
-5,2.4,2,10,0,-12,2,-10,4,-12,Cc1ccc(-c2nc(SCC(N)=O)c(C#N)c3c2CCCC3)cc1
5,-1.2,-2,-2,7,2,-2,5,0,.,C=CCC(Nc1ccccc1)c1cccc(OC)c1OC (centres undefined)
-4,-1.6,3,0,2,4,3,-2,-5,6,COc1cccc2[nH]c3c(=O)[nH]cnc3c12
-3,-1.3,-5,8,-6,-1,2,-1,4,15,O=C(NCc1ccccc1)C(c1ccco1)N(C(=O)c1cnccn1)c1ccc(F)cc1 (centres undefined)
-5,-0.4,1,10,5,2,-1,-4,-2,-1,COc1ccc2nc(NC(=O)CSc3nc(C)cc(=O)[nH]3)sc2c1
6,-1.3,-7,-2,-6,6,0,3,3,.,COc1ccc(Cl)cc1NC(=O)c1cccc(S(=O)(=O)Nc2c(C)n(C)n(-c3ccccc3)c2=O)c1

Five entries from above, with bars between the fields:
SMILES | TCR-CD3 inh | PG9 binder | PRMT1 FP inh | TDP2 absorb | Tn7 DDE FP | mABHD4 FP | UHRF1 binding | SIAE inh | LEDGF integ inh | HTRA1 inh
COc1ccc(Cl)cc1NC(=O)c1cccc(S(=O)(=O)Nc2c(C)n(C)n(-c3ccccc3)c2=O)c1 | 6 | -1.3 | -7 | -2 | -6 | 6 | 0 | 3 | 3 | .
COc1cccc2[nH]c3c(=O)[nH]cnc3c12 | -4 | -1.6 | 3 | 0 | 2 | 4 | 3 | -2 | -5 | 6
Cc1cc2nc(NC(=O)C3(C)CCCN(C(C)C)C3)[nH]c2cc1C (centres undefined) | 0 | -0.8 | -5 | -5 | -3 | -10 | 1 | 0 | 4 | .
COC(=O)[C@]12C[C@H](CC(=O)N3CCCCC3)C(=O)N(Cc3ccccc3)C1=C[C@H](C1CCCC1)O[C@@H]2C | -6 | -0.6 | 3 | 4 | -2 | 13 | -1 | 1 | 0 | .
COc1ccc([N+](=O)[O-])cc1N(CC(=O)NC(C(C)C)C(C)C)S(C)(=O)=O | 2 | -2.0 | 0 | 1 | 4 | 4 | 2 | 5 | 1 | 2

5 entries picked at random from those above, as already listed:
TCR-CD3 inh,PG9 binder,PRMT1 FP inh,TDP2 absorb,Tn7 DDE FP,mABHD4 FP,UHRF1 binding,SIAE inh,LEDGF integ inh,HTRA1 inh,SMILES
2,-0.1,-2,-8,9,2,-2,-8,0,-2,CC(C)(C)OC(=O)C[C@@H]1C/C=C\C[C@@H](CC(=O)N[C@@H](CO)Cc2ccccc2)C(=O)NC[C@@H](c2ccccc2)OC1=O
2,0.4,1,-3,-2,-1,0,-1,-5,1,CC(=O)CCC(=O)NCCc1ccccc1F
2,-2.0,0,1,4,4,2,5,1,2,COc1ccc([N+](=O)[O-])cc1N(CC(=O)NC(C(C)C)C(C)C)S(C)(=O)=O
-6,-0.6,3,4,-2,13,-1,1,0,.,COC(=O)[C@]12C[C@H](CC(=O)N3CCCCC3)C(=O)N(Cc3ccccc3)C1=C[C@H](C1CCCC1)O[C@@H]2C
-5,2.4,2,10,0,-12,2,-10,4,-12,Cc1ccc(-c2nc(SCC(N)=O)c(C#N)c3c2CCCC3)cc1

Remaining list, next part
TCR-CD3 inh,PG9 binder,PRMT1 FP inh,TDP2 absorb,Tn7 DDE FP,mABHD4 FP,UHRF1 binding,SIAE inh,LEDGF integ inh,HTRA1 inh,SMILES
-2,-2.0,-1,2,-7,-4,0,1,-1,-7,C#CCOC(=O)Nc1cccn(Cc2c(Cl)cccc2Cl)c1=O
2,-2.2,-7,-6,-1,-6,-3,-4,4,.,COC(=O)/C=C1/SC(=Nc2ccc(Cl)c(Cl)c2)NC1=O
7,0.9,1,8,2,2,0,8,6,3,COc1cccc(Cn2cc(N)cn2)c1
6,2.2,-4,6,6,-2,-2,0,4,-4,CCN(Cc1cnn(C)c1)C(=O)c1ccc(OC2CCN(S(=O)(=O)N(C)C)CC2)cc1
27*,0.4,0,2,0,36*,-7,0,-7,40*,C/C(=N\NC(=O)c1ccc(Br)cc1)C1C(=O)c2ccccc2C1=O
-4,-0.3,1,-1,-1,-3,2,0,3,4,CC(=O)NCC(=O)N(c1c(C)n(C)n(-c2ccccc2)c1=O)C1(C(=O)NC2CCCC2)CCCCC1
4,-0.1,24*,-3,-4,5,1,1,10,-1,COc1ccc(S(=O)(=O)N2CCC(C(=O)N(C)Cc3ccc(C)o3)CC2)cc1OC
2,1.6,3,3,5,2,1,6,-4,0,COc1ccc(-c2ocnc2C(=O)Nc2ccc(N3CCOCC3)cc2N2CCOCC2)cc1OC
-6,1.1,0,3,3,1,-3,9,0,-2,CN(CC(=O)Nc1ccc(F)c(F)c1F)C(=O)C1CCCO1 (centres undefined)
-4,-2.0,1,-8,-4,1,2,1,1,1,Cc1cc2c(c(=O)o1)C(C(C)C)C(C#N)=C(N)O2 (centres undefined)
-3,1.2,0,8,-1,5,-2,11,2,0,CC1(C)CC(=O)C=C(NCc2ccncc2)C1
8,-2.6,2,2,-4,9,18,7,-2,.,Cc1ccc(Cn2cc(CN3CC(N4CCN(CCO)CC4)CS3(=O)=O)nn2)cc1 (centres undefined)
9,-1.3,1,-6,2,4,-2,7,-2,0,CCCCC[n+]1ccn(-c2nc3ccccc3nc2[N-]S(=O)(=O)c2ccccc2)c1
7,2.3,0,-5,-4,5,2,-6,2,-1,COCCn1c(C)cc2c(c1=O)C(c1ccccc1F)C(C#N)=C(N)O2 (centres undefined)
4,-1.0,2,1,-2,4,1,0,1,2,CN(Cc1ccccc1)C(=O)c1ccccc1Br
0,-2.3,1,5,1,4,2,9,-2,4,COc1cc([C@@H]2c3cc4c(cc3[C@@H](O[C@@H]3O[C@@H]5CO[C@@H](C)O[C@H]5[C@H](O)[C@H]3O)[C@H]3COC(=O)[C@H]23)OCO4)cc(OC)c1O
7,-1.6,4,-2,-3,14,-4,-4,1,7,Cc1ncc(C)c2c([N+](=O)[O-])cccc12
5,-3.2,-4,-18,-9,-2,0,-8,2,-3,O=C(N/N=C/c1oc(O)c2ccccc12)c1ccccc1
-2,-0.4,-1,9,-4,5,-4,6,-2,6,OCCNCCCCOc1ccc(OCc2ccccc2)cc1
0,4.0,1,2,-2,4,0,1,2,1,O=C1CC(c2ccccc2)CC(O)=C1C=Nc1ccc(Cl)cc1 (centres undefined)
7,0.0,0,-3,7,-9,2,-17,16*,-15,O=Cc1coc2ccc3ccccc3c2c1=O
3,-2.8,-7,0,1,2,-2,-1,4,.,O=C(N/N=C/c1ccc2nccnc2c1)c1ccccc1O
6,-1.7,-3,-12,-6,-6,0,-6,-1,-11,COc1ccccc1NC(=O)CN1CCC(C(=O)c2ccc(F)cc2)CC1
3,-0.2,-1,20,-7,-1,0,-29,1,-1,NS(=O)(=O)c1ccc(NC(=O)c2ccc(CNS(=O)(=O)c3cc(C(F)(F)F)ccc3Cl)cc2)cc1
-3,0.0,2,-3,-2,0,0,2,-5,0,COc1cccc(NC(=O)Cc2nnc(SCC(=O)NC3CCCC3)n2C)c1
6,-1.8,-1,5,-4,3,2,4,2,-4,CCOC(=O)C1CCN(S(=O)(=O)c2ccc(C)c(C)c2)CC1
-4,0.7,-1,4,0,8,3,1,1,-14,Cc1cccc(OCc2nnc(SCc3cc(=O)n4cc(Br)ccc4n3)o2)c1
-2,0.6,0,7,3,-5,-1,5,-3,-5,CC(=O)c1cc2c(cc1NC(=O)CCn1cnnn1)OCO2
1,-0.8,2,6,-4,-2,-1,13,1,1,COCCCN(C(=O)Cc1ccc(Cl)c(Cl)c1)c1c(N)n(Cc2ccccc2)c(=O)[nH]c1=O
.,.,-1,-1,-8,4,2,-1,5,.,COC(=O)[C@]12C[C@H](CC(=O)N3CCCCC3)C(=O)N(Cc3ccco3)C1=C[C@H](C1CCCC1)O[C@@H]2C
2,0.6,0,-2,9,-2,0,4,-1,1,Cc1nc2c(C)cccc2c2c1CCN2c1ccccc1F
3,-1.4,-5,2,-5,2,18,0,0,-6,CCOC(=O)C(C(=O)OCC)N(C#N)c1nc(SC)nc(N(C)C)n1
-12,0.0,-3,-22,-11,-4,4,1,-3,3,O=C(O)c1ccc(/C=N/NC(=O)c2ccc3c(c2)OCCO3)cc1
-1,0.2,1,5,8,-1,-1,5,1,-3,O=C(O)c1sccc1S(=O)(=O)N1CCOCC1
-5,-1.6,15,-5,1,-21,-2,-22,2,.,O=C(NCc1ccccc1)C(c1cc2ccccc2o1)n1c(=O)c(-c2ccco2)nc2ccccc21 (centres undefined)
1,0.6,0,13,1,-5,-1,-4,1,3,CS(=O)(=O)Nc1ccc(C(=O)Nc2ccccc2C(=O)N2CCCC2)cc1
-2,-1.1,5,-1,-4,4,2,1,0,1,Cn1c(Cc2csc(N)n2)nnc1SCC(=O)NCc1ccccc1
-6,0.8,2,-13,-10,2,3,1,0,10,CCCCCCn1c(CN2CCCC(C)C2)nc2c1c(=O)n(C)c(=O)n2C (centres undefined)
8,0.0,3,5,11,1,-1,-5,-4,5,CS(=O)(=O)N1CCC(C(=O)Nc2ccc(F)c(Cl)c2)CC1

Screening results from PubChem.
